From PubChem BioAssay
TLR9-MyD88 block = inhibitors of TLR9-MyD88 association in cells, primary screen, cell-based, CHO, BLA complementation, fluorescence. Toll-like receptor 9 (Homo sapiens) + Myeloid differentiation primary response protein …. CCF4 FRET ratio. inhibition, % at 4.98 µM. 340,000 tested, 0.21% active. AID 504734, 2011;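 active = inhibition above the mean over all tested compounds plus 3 SD, cut at about 21% in these data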;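 note: 0% = DMSO only wells and 100% = clavulanate BLA inhibitor control wells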
Target sequence (Q99836 whole entry, looked up): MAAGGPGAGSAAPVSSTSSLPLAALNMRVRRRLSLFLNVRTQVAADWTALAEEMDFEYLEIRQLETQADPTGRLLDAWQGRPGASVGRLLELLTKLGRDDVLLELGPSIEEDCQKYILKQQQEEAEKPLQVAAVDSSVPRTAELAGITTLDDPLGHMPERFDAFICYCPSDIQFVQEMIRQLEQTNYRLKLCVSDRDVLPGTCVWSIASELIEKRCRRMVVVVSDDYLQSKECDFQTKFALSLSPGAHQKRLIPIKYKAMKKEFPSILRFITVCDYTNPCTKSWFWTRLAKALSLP
Target sequence (Q9NR96 whole entry, looked up): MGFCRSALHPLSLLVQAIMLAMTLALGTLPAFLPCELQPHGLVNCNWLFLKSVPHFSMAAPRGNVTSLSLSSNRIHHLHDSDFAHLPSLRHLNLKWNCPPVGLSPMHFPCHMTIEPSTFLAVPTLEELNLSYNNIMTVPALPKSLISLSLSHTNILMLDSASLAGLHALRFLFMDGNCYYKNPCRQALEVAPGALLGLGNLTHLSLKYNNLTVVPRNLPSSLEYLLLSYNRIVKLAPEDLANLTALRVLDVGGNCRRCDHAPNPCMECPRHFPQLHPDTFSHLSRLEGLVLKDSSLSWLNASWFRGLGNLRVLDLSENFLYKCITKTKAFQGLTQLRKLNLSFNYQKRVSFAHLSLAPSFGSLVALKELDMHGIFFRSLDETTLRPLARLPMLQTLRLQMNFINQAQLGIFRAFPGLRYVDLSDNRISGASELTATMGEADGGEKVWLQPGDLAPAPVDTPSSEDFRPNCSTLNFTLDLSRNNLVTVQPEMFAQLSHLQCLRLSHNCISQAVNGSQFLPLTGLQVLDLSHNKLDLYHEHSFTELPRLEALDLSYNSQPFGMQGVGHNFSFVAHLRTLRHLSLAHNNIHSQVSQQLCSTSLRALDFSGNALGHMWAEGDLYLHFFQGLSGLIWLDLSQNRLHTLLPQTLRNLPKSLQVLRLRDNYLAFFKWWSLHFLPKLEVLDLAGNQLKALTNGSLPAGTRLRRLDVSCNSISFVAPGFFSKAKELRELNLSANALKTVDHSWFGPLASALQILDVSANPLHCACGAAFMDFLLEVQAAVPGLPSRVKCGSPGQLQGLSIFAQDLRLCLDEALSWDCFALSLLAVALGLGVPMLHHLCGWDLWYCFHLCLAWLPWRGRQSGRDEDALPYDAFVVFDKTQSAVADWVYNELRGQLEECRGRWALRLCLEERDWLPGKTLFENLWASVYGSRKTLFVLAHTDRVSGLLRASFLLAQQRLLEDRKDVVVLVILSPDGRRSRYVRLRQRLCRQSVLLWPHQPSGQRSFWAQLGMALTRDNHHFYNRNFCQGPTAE
m5-HT2A agonist = mouse Htr2a agonists via beta-arrestin recruitment, primary screen, cell-based, luminescence. 5-hydroxytryptamine receptor 2A (Mus musculus), P35363. CHO-K1 mHTR2A beta-arrestin complementation; percent of 30 µM serotonin response. activation, % at 7.6 µM. 360,000 tested, 0.66% active;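 active = activation above a run cutoff, the mean activation of all tested compounds plus 3 SD, cut at about 14% in these data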;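 note: 0% = plate median of compound wells and 100% = 30 µM serotonin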
Glyco luc inh = increase of ERlucT glycosylation luciferase signal, primary screen, N-linked glycosylation inhibitor project, D54 ERlucT cells, luminescence, set 2; 360,000 tested, 0.23% active; AID 588692, 2011; reporter increase, % at 12.5 µM; D54 ERlucT glycosylation luciferase reporter, 24 h; percent of 100 nM tunicamycin response;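 active = mean luciferase reporter signal, scaled so untreated is 0 and the glycosylation-blocking control 100, at or above a set limit in every replicate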;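 note: luciferase carries N-glycosylation sites so blocking glycosylation raises the light; 0% = median of neutral control wells and 100% = median of 100 nM tunicamycin wells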
NOD2-RIPK2 inh = NOD2-RIPK2 binding disruptors in cells, primary screen, fluorescence, CHO cells, BLA complementation. AID 624267, 2012. 360,000 tested, 0.38% active. CCF4 ratio. inhibition, % at 4.98 µM. Receptor-interacting serine/threonine-protein kinase 2 (Homo sapiens), O43353; in the data active = inhibition above about 21%;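 note: 0% = vehicle only and 100% = reference blocker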
MC4R ag barr = MC4R agonists recruiting beta-arrestin, primary screen, cell-based, luminescence, agonist arm of biased-ligand search; Melanocortin receptor 4 (Homo sapiens), P32245; U2OS MC4R beta-arrestin complementation; percent of melanotan II response, DMSO zero; activation, % at 8.9 µM; 360,000 tested, 0.98% active;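 active = activation above a per-plate cutoff, the mean activation of sample wells on that plate plus 3 SD, cut at about 8% in these data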
Cardio protect = cardioprotection against H2O2-induced cell death, primary screen, uHTS, H9c2 cells, ATPLite luminescence; 360,000 tested, 0.63% active; protection from H2O2 cell death, % at 20 µM; H9c2 cardiomyocytes, H2O2 injury protection, 2 h;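 active = compounds giving at least 50% protection of heart cells from peroxide-induced death in the single-dose screen, raw or plate-pattern-corrected value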;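 note: 0% = DMSO wells with peroxide and 100% = DMSO wells without peroxide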
MC4R antagonist = MC4R antagonists of cAMP signaling, primary screen, cell-based, TR-FRET, antagonist arm of biased-ligand search | Melanocortin receptor 4 (Homo sapiens), P32245 | MC4R-expressing cells, MTII-stimulated cAMP, LANCE TR-FRET | inhibition, % at 6.5 µM | 360,000 tested, 0.48% active | AID 540295, 2011;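 active = inhibition above its plate's cutoff, the mean of tested wells on that plate plus 3 SD, cut at about 29% in these data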;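 note: 0% = Melanotan II alone and 100% = Melanotan II plus saturating MCL0020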
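System: U2OS cells stably expressing human melanocortin 4 receptor (MC4R). Reagent: Melanotan II challenge after compound preincubation. Doses: 6.5 µM. Times: 30-min compound, 1-h challenge, 1-h detection, room temperature. Measured by: TR-FRET with Eu-cAMP and labeled anti-cAMP, 671 nm. Replicates: singlicate.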
ABHD5 PLIN5 PPI = ABHD5-PLIN5 interaction inhibitors, primary screen, cell lysate, split luciferase complementation, luminescence; Perilipin-5 (Homo sapiens) + 1-acylglycerol-3-phosphate O-acyltransferase ABHD5 (Homo …; Split G. princeps luciferase complementation, 4 h; inhibition, % at 4 µM; 360,000 tested, 0.78% active; AID 602281, 2012;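 active = inhibition above the mean inhibition across every tested compound plus 3 SD, cut at about 22% in these data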;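 note: 0% = DMSO only wells and the 100% control is not disclosed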
ABCB6 inh MLPCN = ABCB6 transporter inhibitors, primary screen, K562-ABCB6 cells, flow cytometry, MLPCN library. AID 602162, 2011. fluorescence ratio to DMSO, % at 10 µM. K562-ABCB6 porphyrin accumulation, 1 h; active compounds read low. 360,000 tested, 0.19% active;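 active = fluorescence ratio to DMSO below 75%, the collection mean minus 3 SD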;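 note: signal is porphyrin accumulated inside mitochondria; 100% equals median channel fluorescence of DMSO control wells; lower ratio means ABCB6 inhibition with less porphyrin fluorescence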
SRC2 inh = inhibition of GAL4-SRC2 driven luciferase reporter, primary screen, SRC2 inhibitor project, cell-based, luminescence. AID 651957, 2012. inhibition, % at 9 µM. Nuclear receptor coactivator 2 (Homo sapiens), Q15596. HEK293 GAL4-SRC2 luciferase reporter. 370,000 tested, 0.17% active;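 active = inhibition above the mean inhibition of all tested compounds plus 3 SD, set per campaign, cut at about 52% in these data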;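 note: 0% = DMSO treated cells and 100% = cells given Gossypol at 36 µM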
Active calls of the source: *; nt = not tested or not shown; & = joins results of further samples.

SMILES	TLR9-MyD88 block	m5-HT2A agonist	Glyco luc inh	NOD2-RIPK2 inh	MC4R ag barr	Cardio protect	MC4R antagonist	ABHD5 PLIN5 PPI	ABCB6 inh MLPCN	SRC2 inh
Clc1cccc(Cn2ncc3ccccc32)c1	-3	-3	-1	-1	-1.4	-2	1	5	101	-22
O=C(O)c1cc(-c2cccs2)nc2ccc(Br)cc12	1	0	1	10	-1.6	-2	111*	-5	97	-8
O=C(CSc1ccccn1)N1CCN(c2ccccc2)CC1	5	4	1	-5	1.9	-2	0	3	105	nt
CCOC(=O)c1sc(NC(=O)CSCc2c(C)noc2C)nc1C	-10	-7	-1	-5	-1.7	3	-5	-2	97	0
S=C(Nc1ccc2c(c1)OCO2)NC1CCN(Cc2ccccc2)CC1	-5	-7	-2	-3	-2.1	-4	7	0	88	-15
COc1ccc(Cc2c(C(C)(C)C)nc3c(C)cc(Br)cn23)c(C)c1	nt	-1	-2	1	nt	-1	nt	-2	103	21
COc1ccc(C(=O)OCC(=O)Nc2ccc(N3CCOCC3)cc2)cc1OC	-3	1	3	-13	-2.4	-12	10	-10	94	-5
CC1CCCCN1C(=O)CCS(=O)(=O)Cc1ccccc1 (stereo not given)	1	3	0	-3	0.4	4	0	9	96	-16
Cc1oc(/N=C/c2ccc(O)cc2O)c(C#N)c1C	-15	-9	3	-19	-0.1	-3	7	2	103	0
CCCCn1c(N)c(N(CCC(C)C)C(=O)Cc2ccc(S(=O)(=O)N3CCOCC3)s2)c(=O)[nH]c1=O	-2	2	0	4	1.7	8	13	0	100	28
CN(C)CCNC(=O)c1cccc(-c2cccc3nccn23)c1	nt	5	0	1	0.8	12	7	2	100	-1
CCC1Oc2ccc(C)cc2N(CC(=O)NCc2cc(OC)ccc2OC)C1=O (stereo not given)	3	2	1	-3	1.1	-2	9	-7	93	9
O=c1[nH][nH]c(=O)c2cc([N+](=O)[O-])ccc12	-8&1	1&7	-1&1	-5&-2	0.3&-0.7	2&7	9&6	-12&-4	107&104	0&-7
O=C(Nc1ccc(Br)cc1)c1ccc(-n2cnnn2)cc1	0	-3	-2	1	-1.7	0	4	2	92	4
C=CCn1c(CNC(=O)c2ccco2)nnc1SCC(=O)c1ccccc1	-6	4	1	-7	-0.2	2	19	2	102	-10
O=C1ON=C(c2cccc([N+](=O)[O-])c2)/C1=C/c1ccc(O)cc1	4	3	13	-2	1.2	-8	38*	2	110	14
CC(C)CC1NC(=O)N(CC(=O)N2CCN(S(=O)(=O)c3ccc(Cl)cc3)CC2)C1=O (stereo not given)	-6	-1	0	4	1.4	-6	0	1	95	11
CC(=O)c1ccc(NC(=O)c2cc(CC(C)C)on2)cc1	-8	1	2	0	6.8	-2	8	5	91	-31
Nc1ccc(C(=O)O)cc1[N+](=O)[O-]	0	-1	0	-3	-1.2	0	4	-1	96	-8
S=C(NCCCn1ccnc1)Nc1cccc(Cl)c1	0	-1	0	7	0.1	-6	1	-1	89	-26

Four of the compounds above, with each value named:
smiles: CC(C)CC1NC(=O)N(CC(=O)N2CCN(S(=O)(=O)c3ccc(Cl)cc3)CC2)C1=O (stereo not given)
  TLR9-MyD88 block: -6; m5-HT2A agonist: -1; Glyco luc inh: 0; NOD2-RIPK2 inh: 4; MC4R ag barr: 1.4; Cardio protect: -6; MC4R antagonist: 0; ABHD5 PLIN5 PPI: 1; ABCB6 inh MLPCN: 95; SRC2 inh: 11
smiles: CC(=O)c1ccc(NC(=O)c2cc(CC(C)C)on2)cc1
  TLR9-MyD88 block: -8; m5-HT2A agonist: 1; Glyco luc inh: 2; NOD2-RIPK2 inh: 0; MC4R ag barr: 6.8; Cardio protect: -2; MC4R antagonist: 8; ABHD5 PLIN5 PPI: 5; ABCB6 inh MLPCN: 91; SRC2 inh: -31
smiles: Nc1ccc(C(=O)O)cc1[N+](=O)[O-]
  TLR9-MyD88 block: 0; m5-HT2A agonist: -1; Glyco luc inh: 0; NOD2-RIPK2 inh: -3; MC4R ag barr: -1.2; Cardio protect: 0; MC4R antagonist: 4; ABHD5 PLIN5 PPI: -1; ABCB6 inh MLPCN: 96; SRC2 inh: -8
smiles: S=C(NCCCn1ccnc1)Nc1cccc(Cl)c1
  TLR9-MyD88 block: 0; m5-HT2A agonist: -1; Glyco luc inh: 0; NOD2-RIPK2 inh: 7; MC4R ag barr: 0.1; Cardio protect: -6; MC4R antagonist: 1; ABHD5 PLIN5 PPI: -1; ABCB6 inh MLPCN: 89; SRC2 inh: -26

Further compounds follow:
SMILES	TLR9-MyD88 block	m5-HT2A agonist	Glyco luc inh	NOD2-RIPK2 inh	MC4R ag barr	Cardio protect	MC4R antagonist	ABHD5 PLIN5 PPI	ABCB6 inh MLPCN	SRC2 inh
Cn1c(=O)c2c(SCC(=O)N3CCCCC3)nc(-c3ccccc3F)nc2n(C)c1=O	-9	2	-5	-21	2.8	28	-1	11	94	6
O=C(NC1CCCCC1)C(c1ccncc1)N(C(=O)c1csnn1)c1ccccc1F (stereo not given)	4	5	2	10	-0.4	4	12	-2	100	-6
COc1ccc(OC)c(S(=O)(=O)NCCCN2CCCC2=O)c1	-5	4	0	8	-1.8	-1	0	-5	96	-10
CCCNC(=O)NC(=O)CSc1nnc(C)n1N	1	-3	1	-5	-0.3	-1	3	1	114	24
COc1cc2c(cc1OC)CN(C(=O)c1cc3ccccc3oc1=O)CC2	-1	4	12	-10	-0.9	9	8	-4	88	2
CCC(/C=N/NC(=O)C(N)=O)CC	-7	3	-1	7	-0.1	4	6	-5	93	-1
Cc1nc(NC(=O)COC(=O)C(C)NC(=O)c2ccccc2)c(Cl)cc1Cl (stereo not given)	3	7	1	-7	-3.0	-8	10	-2	94	-17
COc1ccc(CCN2C(=O)C3CC=C(C)CC3C2=O)cc1OC (stereo not given)	-8	13	0	-12	2.2	2	11	4	92	-19
COCCCNC(=O)c1ccc2c(=O)n(C3CCCC3)c(=S)[nH]c2c1	-10	2	1	11	-3.8	1	15	-5	104	21
COc1ccc(C(=O)CC(=O)C(=O)Nc2cccc(F)c2)cc1	2	3	2	-8	2.7	7	0	1	96	-18
Cc1cc(NC(=O)COc2coc(CN3CCN(c4ccccc4F)CC3)cc2=O)no1	2	-3	0	2	-0.9	0	8	6	99	-9
CC(=O)C[C@H]1c2cc(C(F)(F)F)ccc2S(=O)(=O)N1c1ccc(N(C)C)cc1	4	-2	0	-6	0.4	-12	0	4	99	0
CC(=O)c1ccc(NC(=O)Cn2nc(C)c([N+](=O)[O-])c2C)cc1	3	3	4	3	-1.0	-3	9	0	99	-14
O=C(N/N=C/c1cccc(O)c1)c1cc2c(ccc3ccccc32)o1	4	-1	0	1	4.2	42	10	-3	94	15
Cc1cccc(NC(=S)N2CCCCC2c2cccnc2)c1C (stereo not given)	-10	2	0	-1	-0.8	4	14	1	97	-8
CCOC(=O)N1CCN(S(=O)(=O)c2ccc(C(=O)Nc3sc4c(c3C(=O)OC)CCN(C)C4)cc2)CC1	-1	-4	-13	1	0.6	-19	-2	-4	101	19
CCCCN(C(=O)C1CC(=O)N(Cc2ccc(C)cc2)C1)c1c(N)n(CC(C)C)c(=O)[nH]c1=O (stereo not given)	0	-4	-2	-3	-2.2	0	4	2	94	-4
CN1C(=O)NC(c2ccccc2[N+](=O)[O-])C2=C1CCCC2=O (stereo not given)	-1	7	2	-6	-0.4	13	-9	3	130	-16
CC1CC(C)CN(C(=O)COC(=O)c2ccc3ccccc3n2)C1 (stereo not given)	-15	11	0	-6	-1.4	6	2	9	108	-40
Cc1cc(Cl)ccc1NC(=O)CCN1C(=O)NC(C)(C)C1=O	-2	6	2	-2	-0.2	16	14	3	96	5
Cc1ccc(NC(=O)COCC(=O)Nc2ccc(F)cc2)cc1	-16	1	3	-6	-0.5	-6	12	-5	104	6
O=C(NCCN1CCCCC1)/C(=C/c1ccco1)NC(=O)c1ccccc1	-1	-3	1	-4	0.6	8	0	11	97	-7
Cc1ccc(OCC(=O)Nc2ccc(N3CCOCC3)cc2)cc1	4	-2	-2	-5	-1.2	-10	-6	5	103	-26
COc1cccc(C2Nc3ccccc3NC3=C2C(=O)CC(C)(C)C3)c1OC (stereo not given)	-4	11	-1	-4	0.3	1	16	-8	100	-15
CC(O)CNCCOc1ccccc1-c1ccccc1 (stereo not given)	-8	-4	-3	-3	0.3	2	0	6	99	-1
CNC(=O)NC(=O)COC(=O)c1n[nH]c2ccccc12	6	-1	3	-4	-2.7	0	12	-4	102	-4
CC(C)C(c1nnnn1C1CCCCC1)N1CCc2ccccc2C1 (stereo not given)	-9	0	3	-7	-0.6	0	-2	-1	99	3
CC(CSc1n[nH]c(=S)s1)c1ccccc1 (stereo not given)	-10	3	0	-7	-2.8	-1	0	2	107	-44
COCOc1cc(O)c(C(=O)/C=C/c2ccccc2)c(OCOC)c1	4	-2	20	-7	0.5	-10	5	41*	99	4
Cc1ccc(C2(C)NC(=O)N(CC(=O)Nc3nc(-c4ccccn4)cs3)C2=O)cc1 (stereo not given)	-3	1	1	-5	-2.2	37	0	-8	104	19
Cc1cc(Nc2ccc(Cl)cc2)n2nnnc2n1	-2	4	0	-8	3.9	-6	6	8	98	16
CCOC(=O)[C@]12CCCC=C1N(Cc1ccco1)C(=O)[C@H](CC(=O)N1CCOCC1)C2	nt	0	nt	-8	nt	nt	nt	4	94	-3
COC(=O)c1ccc(N2NC(=O)/C(=C/c3cc(OC)c(OC)c(OC)c3)C2=O)cc1	-9	3	9	-3	-1.9	-5	36*	-1	100	-7

Not all compounds are listed; count on the stated rates, not on these rows.
